High-throughput results deposited in PubChem BioAssay by National Center for Advancing Translational Sciences (NCATS).
KinaseGlo FLuc: Counterscreen for Luciferase (Kinase-Glo TM) Inhibition. hit rate 0.28% among 200,000. Potency, µM (series often up to 38.3 µM), inactives show at the top dose activity change, negative = inhibition, most hits filed as inhibitors. Kinase-Glo luciferase, ATP luminescence, 8 min. Luciferin 4-monooxygenase (Photuris pensylvanica), Q27757; note: potency is the fitted concentration of half-maximal effect; % is set by controls: 0 for no effect and ±100 for the full control effect; nearly all actives have a fitted effect of over 60% in size
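Kinase-Glo luciferase light output from ATP and luciferin was measured with 10 uM ATP, within the enzyme's linear range. Buffer: 50 mM imidazole pH 7.2, 50 mM KCl, 7 mM MgCl2, 0.01% Tween 20, 0.05% BSA; luminescence read after 8 min at ambient temperature.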
NPSR antagonist: qHTS Assay for Antagonists of the Neuropeptide S Receptor: cAMP Signal Transduction | CHO-NPSR cells, cAMP TR-FRET, antagonist mode | Potency, µM (series often up to 38.3 µM), without a hit: at the highest dose activity change, negative = inhibition, usual class: inhibitors | Q6W5P4 | hit rate 1% among 220,000; note: potency is the fitted concentration of half-maximal effect; % is set by controls: 0 for no effect and ±100 for the full control effect; nearly all actives have a fitted effect of over 50% in size; many of its hits are not listed in these tables
Target sequence (Q6W5P4 whole entry, looked up): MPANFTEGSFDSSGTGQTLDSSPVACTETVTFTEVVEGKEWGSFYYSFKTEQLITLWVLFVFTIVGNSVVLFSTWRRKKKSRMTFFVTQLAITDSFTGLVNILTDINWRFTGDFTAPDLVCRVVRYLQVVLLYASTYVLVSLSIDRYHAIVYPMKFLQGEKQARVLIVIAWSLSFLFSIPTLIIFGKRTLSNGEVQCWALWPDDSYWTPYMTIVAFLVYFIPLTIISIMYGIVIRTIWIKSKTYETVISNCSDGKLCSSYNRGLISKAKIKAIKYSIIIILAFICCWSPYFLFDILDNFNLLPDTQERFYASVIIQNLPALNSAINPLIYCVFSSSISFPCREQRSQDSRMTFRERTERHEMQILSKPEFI
CBFb RUNX1 block: qHTS Assay for Compounds Blocking the Interaction Between CBF-beta and RUNX1 for the Treatment of Acute Myeloid Leukemia | Potency, µM (doses to about 59.8 µM), for the others: top-dose activity, negative = inhibition, most hits filed as inhibitors | AID 1477, 2009 | AlphaScreen CBFb-His/RUNX1-biotin binding, biochemical | Runt-related transcription factor 1 (Homo sapiens) + Core-binding factor subunit beta … | 230,000 tested, under 10 active; note: % of control where 0% means no effect
Target sequence (Q01196 whole entry, looked up): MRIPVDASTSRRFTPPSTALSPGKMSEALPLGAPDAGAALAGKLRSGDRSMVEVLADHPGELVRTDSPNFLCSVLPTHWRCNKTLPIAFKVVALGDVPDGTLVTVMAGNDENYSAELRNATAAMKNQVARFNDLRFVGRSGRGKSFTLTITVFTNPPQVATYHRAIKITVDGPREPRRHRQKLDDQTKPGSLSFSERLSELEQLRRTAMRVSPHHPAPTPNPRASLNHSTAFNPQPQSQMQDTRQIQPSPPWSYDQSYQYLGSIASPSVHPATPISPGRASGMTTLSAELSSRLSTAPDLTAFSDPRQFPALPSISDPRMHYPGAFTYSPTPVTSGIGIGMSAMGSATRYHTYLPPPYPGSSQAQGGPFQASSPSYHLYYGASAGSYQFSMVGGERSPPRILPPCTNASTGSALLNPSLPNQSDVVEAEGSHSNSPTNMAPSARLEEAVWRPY
Target sequence (Q13951 whole entry, looked up): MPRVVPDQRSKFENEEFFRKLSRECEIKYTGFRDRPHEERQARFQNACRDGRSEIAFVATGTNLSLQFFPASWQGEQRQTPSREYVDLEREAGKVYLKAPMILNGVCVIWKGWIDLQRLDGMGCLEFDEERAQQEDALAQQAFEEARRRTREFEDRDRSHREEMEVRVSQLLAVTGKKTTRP
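AlphaScreen proximity signal reports loss of binding between His-tagged CBF-beta and biotin-labelled RUNX1, each at 30 nM. Proteins are pre-associated for 20 minutes, compounds added for 15 minutes, then beads for 90 minutes, all at ambient temperature.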
HTT aggregate: qHTS Multiplex Assay to Identify Dual Action Probes in a Cell Model of Huntington: Aggregate Formation (GFP). hit rate 1.1% among 220,000. PC12 HttQ103-GFP aggregates, Acumen cytometry, 40 h. Potency, µM (titrated, usually from 46.1 µM), for inactives: top-dose activity change, negative = inhibition, hits mostly inhibitors; note: potency is the fitted concentration of half-maximal effect; % is set by controls: 0 for no effect and ±100 for the full control effect; nearly all actives have a fitted effect of over 60% in size
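Huntingtin Q103 exon 1–GFP aggregates in induced PC12 cells (100 nM tebufenozide) were quantified by cytometry from lysates, with compounds dosed in titration.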
LMNA splice mod: qHTS Assay for Modulators of Lamin A Splicing | hit rate 0.01% among 200,000 | Potency, µM (highest dose often 46.1 µM), inactives show at the top dose ratio change, negative = inhibition, hits mostly inhibitors | HeLa LMNA splicing GFP/RFP minigene ratio, 48 h; active = well fitted inhibition curve with a large enough effect in the signal ratio, with a control signal flat, not every such curve was filed as active; inconclusive = small, poorly fitted or top-dose-only effect, or effect the other way, or a change in a side signal; the % refers to the signal ratio; note: potency is the fitted concentration of half-maximal effect; % is set by controls: 0 for no effect and ±100 for the full control effect
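S3 HeLa cells stably expressing lamin A-EGFP splicing minigene plus DsRed2, 600 cells/well, 48 h compound exposure at 37C. Laser-scanning cytometry; analysed as GFP (500-530 nm)/RFP (575-640 nm) total intensity ratio; 0.5% DMSO vehicle.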
Epigenetic derep: Quantitative High-Throughput Screen for Regulators of Epigenetic Control. murine LDR cells, GFP reporter derepression, 30 h. Potency, µM (highest dose often 53.9 µM), without a hit: top-dose GFP activation, usual class: activators. hit rate 0.2% among 280,000; note: potency is the fitted concentration of half-maximal effect; % of control where 0% means no effect; nearly all actives have a fitted effect of over 60% in size
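GFP-positive cell count by laser-scanning cytometry (objects 20–120 um) after 30 h, 37 C compound exposure of murine LDR cells; reporter is CMV-GFP integrated at a silenced locus, inducible by HDAC or DNMT inhibitors.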
IMPase Li cell: qHTS Assay for Identifying the Cell-Membrane Permeable IMPase Inhibitors: Potentiation with Lithium; Potency, µM (doses to about 59.4 µM), for inactives: at the highest dose activity, negative = IMPase inhibition, usual class: inhibitors; CHO-M1 cells, IP1 TR-FRET (IP-One), carbachol + lithium; AID 1457, 2008; hit rate 0.35% among 210,000;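 note: IP1 builds up when IMPase is blocked and the TR-FRET signal falls; potency is the fitted concentration of half-maximal effect; plate controls were basal vehicle for no effect and high inhibitor control for full effect; nearly all actives have a fitted effect of over 50% in size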
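CHO cells stably expressing M1 receptor (2000/well) were cultured 16–30 h, then exposed to compounds with a small lithium addition for 30 min at 37C. IP1 was measured by TR-FRET competition; AC50 from Hill fits.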
* marks the source's active call; other numbers are inactive results; ? = inconclusive; . = not tested or not shown; & = joins results of further samples; [ ] = remark or other dose. Unless noted, calls come from the whole dose curve; as a rule, active = well fitted curve in the direction sought with a large enough effect; inconclusive = small, poorly fitted or top-dose-only effect, or another doubt; inactive = no such curve, though single readings can be large; an effect the other way counts as inactive or inconclusive. These rows are one share of the data; rates above refer to the full screens.

Value order: KinaseGlo FLuc, NPSR antagonist, CBFb RUNX1 block, HTT aggregate, LMNA splice mod, Epigenetic derep, IMPase Li cell
CC(Sc1nnc(C(F)(F)F)n1C)C(=O)Nc1ccc(S(N)(=O)=O)cc1 (configuration not stated)
    ., -5%, -2%, 7%[9.22 µM], -2%[46 µM], 2.2%, .
COCCNC(=O)Cn1c(=O)n(CCC(=O)NCCc2ccccc2)c(=O)c2ccccc21
    3%, 8%, -12%, 6%, 1%, -1.1%, -14%
O=C(O)c1cc(C2CC2)nc2ccccc12
    -6%&1%, 7%, 11%, -21%, 0%, -0.9%&3.8%, -7%&-10%
CCC(C)(C(=O)NC1CCCC1)N(C(=O)CNC(=O)c1ccccc1)c1c(C)n(C)n(-c2ccccc2)c1=O (configuration not stated)
    5%, -1%, -3%, 14%, ., -4.9%, -4%
CNC(=O)OCc1cccc(COC(=O)NC)n1
    -5%, 5%[46.1 µM], 6%, -3%&-1%, -1%, -0.7%, -19%[38.3 µM]
Cc1ccc(C(=O)Nc2nnc(-c3ccco3)o2)cc1
    -5%, 20%, -27%, -11%, ?, -0.1%, 2%
Cn1c(SCc2ccccc2)nc2ccsc2c1=O
    -1%, -8%, 21%, ?, ., -7.0%, 3%
CCCCn1c(-c2ccoc2C)n[nH]c1=S
    2%, 4%, 4%, -2%, -7%, -0.1%, 11%
COc1ccc(C)cc1NC(=O)CNC(C)C(=O)Nc1cc(Cl)ccc1Cl (configuration not stated)
    0%, -29%, 16%, 13%, ., -0.4%, 14%
Cc1cccc(CNc2nc(-c3cccnc3)nc3ccccc23)c1
    -3%, ., ., ., ?, 4.8%, 22%
CC(C)CNC(=O)C(=O)NN=C1CCCCCC1
    -2%, 2%, 12%, -10%, -8%, 0.3%, -5%
COc1ccc(-c2nnc(SCC(=O)Nc3ccc(C)cc3)n2C)cc1
    16%, -11%[46.1 µM], -6%, 7%, 2%, -5.8%, 6%[38.3 µM]
Cc1cc(-c2nnc(CCC(=O)N(C)CCc3ccccc3)o2)no1
    ., 14%, 8%, 1%[9.22 µM], ., -3.9%, .
CN(Cc1ccccc1)C(=O)c1nc2ccccn2c1CNCCCOc1cccnc1
    -1%, 12%, 4%, 10%[9.22 µM], 13%[46 µM], 1.1%, 14%
CCOc1ccccc1NC(=O)CCNC(=O)c1ccc(Cl)cc1
    1%, -11%, 3%, -8%, ?, 1.1%, -4%
Brc1ccc(OCCn2ccnc2)cc1
    4%, 26%[46.1 µM], 3%, -15%, -8%, -0.6%, 19%[38.3 µM]
CN(CC(=O)Nc1ccc(F)c(Cl)c1)S(=O)(=O)c1cccc2nsnc12
    9%, -27%[46.1 µM], 11%, ?, -8%, 0.0%, 6%
CN1C[C@@H]2C(c3ccc(C(F)(F)F)cc3)C3(c4ccc(C#N)cc4)CC2(C3)[C@H]1c1ccccc1 (some centres not stated)
    -4%, -14%, ?, ?, ., 1.6%&-0.4%, 3%
CC1CCCCC1NC(=O)COC(=O)c1ccc2ccccc2n1 (configuration not stated)
    -1%, 2%, 2%, 11%, -2%[46 µM], -3.4%, ?
Nc1ccc(O)c(-c2nc3ccccc3s2)c1
    2%, 10%[46.1 µM], ?, 15%, 6%, -1.0%, 2%[38.3 µM]
CC1(C)CC(=O)C2=C(C1)N(c1ccc(F)cc1)C(=O)CC2c1ccsc1 (configuration not stated)
    -1%, -10%[46.1 µM], 1%, -2%, -10%, -0.2%, -2%[38.3 µM]
OCC1(CCOc2ccccc2)CCN(Cc2ccc3cccc(F)c3n2)CC1
    4%, 8%, 2%, 19%[9.22 µM], 9%[46 µM], -0.1%, 11%
Cc1ccc(N2CCN(C(=O)c3ccccc3Br)CC2)c(C)c1
    0%, -11%[46.1 µM], 1%, ?, ?, 0.0%, 9%[38.3 µM]
COC(=O)C1=C(N)OC2=C(C(=O)CC(C)(C)C2)C1c1ccoc1 (configuration not stated)
    11%, -10%[46.1 µM], 2%, 9%, 3%, -2.7%, 13%[38.3 µM]
O=C(/C=C/c1cccc([N+](=O)[O-])c1)NCc1ccccc1
    -3%, -21%, -3%, -11%, -14%[46 µM], -1.5%, -1%
COc1ccc(C(=O)Nc2ccc3c(c2)nc(CCNC(C)=O)n3C)cc1
    0%, -8%[46.1 µM], 2%, 4%[9.22 µM], 8%, 0.0%, 0%[38.3 µM]
Cc1cccc(C)c1OCCNC(=O)C(=O)NCc1ccco1
    -1%, -2%, 1%, 25%[9.22 µM], ., 2.3%, 7%
CC(Cl)C(=O)c1c(N)n(C)c(=O)n(C)c1=O (configuration not stated)
    -7%, 3%[46.1 µM], 14%, 9%, 1%, -3.6%, 19%[38.3 µM]
COC(=O)CN(c1ccc2c(c1)OCCO2)S(=O)(=O)c1ccccc1
    0%, -1%[46.1 µM], 4%, -3%, 9%, -4.2%, -9%[38.3 µM]
Cc1ccccc1-n1nnnc1SCc1ncc(-c2ccccc2)o1
    0%, ?, 3%, -21%, ?, -1.0%, 10%[38.3 µM]
CCN1C(=O)C(CC(=O)Nc2ccc(OC)cc2)N(CCc2ccc(F)cc2)C1=S (configuration not stated)
    4%, -48%, 8%, ?, ?, -1.9%, 5%
COC(=O)c1ccc(CNC(=O)COc2ccccc2Br)o1
    6%, -2%[46.1 µM], 8%, 6%, -7%, 0.9%, 3%
Cc1ccc(NC(=O)COc2ccccc2C=O)cc1Cl
    1%, 19%, 10%, -11%, ., 0.5%, 10%
CCOc1ccc(C(=O)c2ccc([N+](=O)[O-])cc2Cl)cc1
    1%, -17%, ., -11%, 16%[46 µM], -2.6%, 18%
C=CCN(CC=C)S(=O)(=O)c1ccc(NC(=S)NC(=O)c2ccco2)cc1
    -4%, -21%[46.1 µM], -2%, -20%, ?, -1.0%, 32%[activator][38.3 µM]
COCCNC(=O)C1(C)C=CC2(CCCCC2)N1C(=O)c1ccccc1 (configuration not stated)
    2%&-2%, 10%, -3%[2.36 µM], 2%, ?, 3.1%&0.4%, 2%&-8%
O=C(Nc1ncnc2c1CCC2)C12CC3CC(CC(C3)C1)C2
    1%, -2%[46.1 µM], 4%, -5%, 7%, -1.2%, -14%[38.3 µM]
CCOC(=O)c1ccc(Nc2cc(C)nc(N3CCOCC3)n2)cc1
    2%, -29%[46.1 µM], -2%, -7%, ?, -1.1%, -1%[38.3 µM]
c1ccc(-n2ncc3c(NCc4ccccn4)ncnc32)cc1
    0%, -14%[46.1 µM], 10%, -8%, -6%, 0.0%, 5%[38.3 µM]
CCOC(=O)c1[nH]c(C)c(C(=O)NCCC2=CCCCC2)c1C
    -2%, 0%[46.1 µM], 7%, 2%, ?, 3.4%, -16%[38.3 µM]
Cc1ccc(S(=O)(=O)N2CCOC2CNC(=O)C(=O)NCc2ccncc2)cc1 (configuration not stated)
    ., 15%, 4%, 10%[9.22 µM], ., 1.0%, .
Cc1cccc(Oc2ncnc3onc(C)c23)c1
    4%, -10%[46.1 µM], 9%, 0%, 1%, -7.4%, 21%[38.3 µM]
CN(C)S(=O)(=O)Oc1cc(Cl)ccc1C(=O)Nc1ccc(F)cc1F
    -1%, -15%, 2%, -17%, ., -1.2%, 13%
CCOC(=O)c1cn(CC(=O)Nc2ccc(C(C)C)cc2)nn1
    0%, -11%[46.1 µM], 0%, 14%, 17%[0.0737 µM], -0.9%, 7%[38.3 µM]
CC(=O)Nc1cccc(NC(=O)c2ccc(C(=O)Nc3cccc(NC(C)=O)c3)nc2)c1
    -11%, -3%, -7%, ., ., 0.0%, -25%
CCN(CC)CCCNC(=O)c1cc(-c2cccc(Cl)c2)on1
    ., -2%[46.1 µM], 4%, 3%, 11%, -1.0%, .
CCOC(=O)CON1C(=O)C(=O)N(OCC(=O)OCC)C2CCCCC21 (configuration not stated)
    -2%, -13%, 1%, 7%[9.22 µM], 7%[46 µM], 2.1%, 2%
Cc1ccc(S(=O)(=O)c2cc3c(=O)n4ccccc4nc3n(Cc3ccco3)c2=N)cc1
    2%, -13%[46.1 µM], ?, ?, -14%, -2.1%, 20%[38.3 µM]
CCN1CCN(Cc2ccc(NC(=O)Nc3ccccc3Cl)cc2)CC1
    2%, 7%, 3%, -31%, -15%, -1.0%, 17%
O=C(O)Cc1ccc(NCc2ccccc2Cl)cc1
    0%, 0%, -12%, 4%, 7%[46 µM], -1.0%, -8%
O=C1CCCC2=C1C(c1ccsc1)CC(=O)N2c1ccccc1 (configuration not stated)
    -1%, 9%[46.1 µM], 2%, -22%, 9%, 0.0%, 20%[38.3 µM]
COc1cc(C(=O)Nc2ccc(C)cc2)c(-n2cnnn2)cc1OC
    4%, -5%, -2%, -28%[9.22 µM], -1%[46 µM], 1.5%, 3%
FC(F)(F)c1ccnc(Oc2ccc(C3=NCCS3)cc2)c1
    ., 8%, 8%, -3%[9.22 µM], ., -1.3%, .
Nc1c(C(=O)c2ccc(Cl)cc2)sc2nsc(SCCN3CCOCC3)c12
    ., ?, -1%, -1%[9.22 µM], ., 20µM*, .
Cc1ccc(S(=O)(=O)c2nc(Nc3ccccc3C#N)sc2Cl)cc1
    -1%, ?, 7%, 15%, -8%, 3.4%, ?
Cc1ccc(-n2nc3c(c2NC(=O)CCC2CCCCC2)CS(=O)C3)cc1 (configuration not stated)
    15%, -2%[46.1 µM], -1%, -1%, -7%, -1.1%, 2%[38.3 µM]
CNC(=S)NNC(=O)c1ccc(=O)n(Cc2cccc(C(F)(F)F)c2)c1
    0%, -2%, -2%, 2%, ., 12%, 2%
O=C(COc1ccccc1)NNc1c2ccccc2nc2ccccc12
    1%, 10µM*, -1%, -1%, ?, -2.0%, 53%[activator][38.3 µM]
CCOC(=O)C1=C(NC#N)OC(C)=C(C)C1c1ccc(O)cc1 (configuration not stated)
    -1%, -6%[46.1 µM], 11%, 3%, -8%, 0.0%, 10%
Cc1cc(NC(=O)c2cc(-c3ccco3)on2)n(-c2ccccc2)n1
    -2%, -4%[46.1 µM], 11%, -9%, -12%, -1.0%, 0%
CC1C/C(=C\c2cccnc2)C(=O)/C(=C/c2cccnc2)C1 (configuration not stated)
    2%, -31%, 5%, 3.5µM*, ?, 0.0%, 9%
Cc1ccc(NN2C(=O)C=CC2=O)cc1
    1%, 5%, 6%, -6%, -7%, -1.0%, -1%
Cc1ccc(OCC(=O)NCc2ccco2)cc1C
    -3%, ?, 5%, 14%, 5%, -2.1%, 10%[38.3 µM]
